Screens: PubChem BioAssay, National Center for Advancing Translational Sciences (NCATS)
D2 agonist: activates the human D2 dopamine receptor; actives 0.53% (n = 340,000); AID 485358; HEK293 T-REx D2 cells, calcium flux agonist mode; P14416; activation, % at 2 µM;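 active means activation over 3 SD above normal in the single-dose calcium agonist read, cut at about 30% in these data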; further: 0% is about no effect
Target sequence (P14416 whole entry, looked up): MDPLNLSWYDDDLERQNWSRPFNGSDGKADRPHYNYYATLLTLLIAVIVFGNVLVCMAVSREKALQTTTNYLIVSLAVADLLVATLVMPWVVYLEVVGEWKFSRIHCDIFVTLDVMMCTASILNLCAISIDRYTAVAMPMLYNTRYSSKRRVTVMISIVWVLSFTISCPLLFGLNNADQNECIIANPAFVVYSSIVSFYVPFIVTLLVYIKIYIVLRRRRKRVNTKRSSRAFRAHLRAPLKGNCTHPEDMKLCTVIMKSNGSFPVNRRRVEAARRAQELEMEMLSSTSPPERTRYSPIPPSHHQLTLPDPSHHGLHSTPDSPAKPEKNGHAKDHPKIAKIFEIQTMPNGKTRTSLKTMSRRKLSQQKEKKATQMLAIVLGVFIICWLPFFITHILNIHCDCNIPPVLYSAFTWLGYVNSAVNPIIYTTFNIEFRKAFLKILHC
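In this primary screen, compounds producing a positive calcium signal within 180 s of addition to tetracycline-induced, force-coupled HEK293 Trex D2 cells are flagged; cells are dye-loaded with a no-wash calcium kit beforehand.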
RXFP1 antagonist: blocks the human relaxin receptor RXFP1 | Q9HBX9 | HEK293-RXFP1, relaxin-stimulated cAMP HTRF, 30 min; hits give low values | activity change, negative = inhibition, % at 57.5 µM | actives 0.59% (n = 350,000);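 active means activity change of -60% or lower, but not beyond a set lower limit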; further: on the % scale 0 is the no-effect control and ±100 the full control effect
D2 antag: antagonizes the human D2 dopamine receptor; inhibition, % at 10 µM; actives 2% (n = 340,000); P14416; HEK293 TREx D2 cells, calcium flux, dopamine EC80; in the data active means inhibition above about 30%; further: 0% is about no effect
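Measurement of antagonist activity uses fluorescent calcium dye in inducible HEK293 T-REx D2 cells: 10 s baseline, compound addition with 180 s read, EC80 dopamine addition with a further 180 s read.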
D1 antag: blocks dopamine activation of the human D1 receptor; P21728; HEK293 TREx D1 cells, calcium flux, dopamine EC80; hits give low values; activity change, negative = inhibition, % at 10 µM; actives 3.2% (n = 360,000); AID 504652; in the data active means activity change below about -30%; further: on the % scale 0 is the no-effect control and ±100 the full control effect
Target sequence (P21728 whole entry, looked up): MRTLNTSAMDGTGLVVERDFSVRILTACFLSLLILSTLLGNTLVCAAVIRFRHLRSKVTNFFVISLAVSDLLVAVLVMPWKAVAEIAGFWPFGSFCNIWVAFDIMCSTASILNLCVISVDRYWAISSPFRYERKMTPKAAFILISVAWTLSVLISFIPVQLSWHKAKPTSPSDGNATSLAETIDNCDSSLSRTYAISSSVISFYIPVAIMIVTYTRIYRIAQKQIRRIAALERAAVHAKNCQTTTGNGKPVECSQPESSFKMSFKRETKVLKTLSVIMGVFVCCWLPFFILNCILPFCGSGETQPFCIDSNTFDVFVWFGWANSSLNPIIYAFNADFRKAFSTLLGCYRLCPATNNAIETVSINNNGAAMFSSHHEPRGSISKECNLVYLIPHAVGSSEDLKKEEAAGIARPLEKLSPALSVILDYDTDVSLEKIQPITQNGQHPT
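Antagonism measured as reduced calcium response to an EC80 dopamine addition following 180 s compound pre-read; cells were inducible HEK293 Trex D1 plated overnight at 30 C, read kinetically at 1 cycle/sec.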
RXFP1 agonist: activates the human relaxin receptor RXFP1 | Q9HBX9 | HEK293T-RXFP1 cAMP TR-FRET, 30 min; response scale: percent of porcine relaxin response, buffer zero | Potency, µM (titrated, usually from 57.5 µM), for inactives: at the highest dose activation, actives largely listed as activators | actives 0.3% (n = 370,000) | AID 2676; active means well fitted activation curve with a large enough effect; further: potency means the concentration at half of the fitted maximal effect; on the % scale 0 is the no-effect control and ±100 the full control effect; nearly all actives have a fitted effect of over 60% in size; many of its hits are not listed in these tables
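HEK293 cells stably expressing RXFP1, treated 30 min at 37C with compounds plus PDE4 inhibitor Ro 20174; cAMP measured by HTRF TR-FRET. Normalized to buffer and 29 nM porcine relaxin; EC50 by Hill fit.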
D2 PAM: positive allosteric modulators of human D2 dopamine receptor; P14416; HEK293 T-REx D2, calcium flux, EC20 dopamine potentiation; potentiation, % at 10 µM; actives 0.34% (n = 340,000); AID 485347;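 active means potentiation over 3 SD above the plate norm, cut at about 30% in these data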; further: 0% is about no effect
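Tetracycline-induced Hek293 Trex D2 cells, force-coupled to calcium, loaded with no-wash calcium dye. Compound added with 180 s kinetic read for agonism, then EC20 dopamine and a further 180 s read for potentiation.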
D1 agonist: agonists of human D1 dopamine receptor; actives 1% (n = 360,000); HEK293 T-REx D1 cells, calcium flux, agonist mode; activation, % at 2 µM; P21728; in the data active means activation above about 30%; further: 0% is about no effect
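Agonism was scored from calcium flux recorded over 180 s (1 read/s) after pintool compound addition, following a 10-cycle baseline. Cells were inducible force-coupled HEK293 TREx D1, plated overnight at 30 C and loaded with no-wash calcium dye.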
TRHR enhancer: allosteric enhancers of human TRH receptor | enhancement, % at 2 µM | AID 493056 | TRHR cells, fluo-8 calcium fluorescence, EC20 TRH enhancement | actives 0.66% (n = 360,000); in the data active means enhancement above about 30%; further: 0% is about no effect
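Enhancer read-out: after compound pinning and an initial kinetic agonist-mode read, an EC20 of TRH (10 nM final) was injected and fluo-8 calcium signal (Ex 480/Em 530) followed at 1 s/cycle for 100 cycles in TRHR-expressing cells.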
D1 potentiator: potentiators of human D1 dopamine receptor; actives 0.036% (n = 360,000); potentiation, % at 10 µM; HEK293 TREx D1 cells, calcium flux, dopamine EC20 potentiation; AID 504651; P21728; in the data active means potentiation above about 30%; further: 0% is about no effect
Numbers without * were called inactive; . = no result given. Not all compounds are listed. The share of hits here may be higher or lower than overall.

SMILES	D2 agonist	RXFP1 antagonist	D2 antag	D1 antag	RXFP1 agonist	D2 PAM	D1 agonist	TRHR enhancer	D1 potentiator
CN1CCC(=NNC(=O)CN(c2ccccc2)S(=O)(=O)c2ccccc2)CC1	0.6	-4	9	12	-1.6%	5	1	-6	7
O=C(O)c1cc2c(cc1NC(=O)C1CCCC1)OCCO2	0.5	7	33*	-8	-0.2%	-15	6	-2	-9
Cc1cc2nc(-c3ccc(OCc4ccc(F)cc4)cc3)cc(C(F)(F)F)n2n1	0.2	.	.	-10	-1.4%	-6	0	-2	-4
CC(=O)C1=C(O)C(=O)N(c2nccs2)C1c1ccc(F)cc1 (configuration not stated)	-0.2	-22	7	3	13%	-12	3	-2	1
COc1ccc(/C=N/N(CCC(=O)NC(C)(C)C)C2=NS(=O)(=O)c3ccccc32)cc1	-0.1	-19	-4	10	1.2%	6	2	2	-6
COc1ccc(-c2cc(C(F)(F)F)nc(NCc3ccccc3)n2)cc1OC	0.8	.	.	7	0.6%	-2	1	-4	0
COC(=O)[C@@]12CCCCN1[C@H](c1ccc(SC3CCCCC3)cc1)[C@H]1C(=O)N(C)C(=O)[C@H]12	0.6	.	-8	4	-0.2%	1	0	-7	-4
C=CCc1cccc(CNc2nc3ccccc3n2CC)c1O	-0.6	0	-3	-3	-1.3%	0	4	-1	-8
CCOc1ccc(NC(=S)Nc2ccc(Br)cc2Cl)cc1	-0.1	-9	-17	.	1.1%	6	-2	1	3
Cc1nc2ccc([N+](=O)[O-])cc2nc1C	-0.5	0	7	6	5.0%	9	7	-3	-5
CCN1CCCC1CNC(=O)C(=O)Nc1ccccc1 (configuration not stated)	0.2	6	-7	-19	1.8%	-9	6	-6	-8
CC(OC(=O)Cc1c[nH]c2ccccc12)C(=O)NC1CCCCC1C (configuration not stated)	-1.1	0	-8	-31*	2.7%	16	4	-2	-4
CCS(=O)(=O)N1CCC(C(=O)Oc2ccc(Br)cc2)CC1	0.8	8	4	4	0.4%	5	3	-2	-4
C/C(=N/NC(=O)CNC(=O)c1ccccn1)c1cccc([N+](=O)[O-])c1	.	-12	.	7	0.3%	.	0	-1	1
O=C(Nc1ccc(CN2CCCCC2)cc1)c1sc2ccccc2c1Cl	1.2	-10	-6	-5	0.0%	-22	13	5	-1
CCc1nc(NCC2CCCO2)c(C#N)c2c1COC(C)(C)C2 (configuration not stated)	-0.5	-2	1	-35*	1.3%	12	1	8	-2
Cc1cccc(-n2cc[nH]c2=S)c1	.	-9	-9	16	-0.4%	6	2	11	1
CCN(C(=O)Cn1ncc2c1-c1cc(C)ccc1OC2)c1cc(Cl)ccc1OC	0.7	.	.	50	4.3%	18	-1	-22	11
Cc1ccc(NS(=O)(=O)c2ccc(-c3ccc(=O)[nH]n3)o2)c(C)c1	-0.8	8	-5	-1	3.3%	1	4	1	-8
CCCCC(=O)C1CCN(Cc2ccccc2)CC1	.	-11	.	10	0.4%	-9	1	6	7
C/C(N)=C(/C#N)C(=O)COC(=O)CCC1CCCC1	-1.2	14	-3	-3	2.2%	16	11	1	-3
COC(=O)Cc1[nH]nc2c1C1(CCSCC1)C(C#N)=C(N)O2	0.2	23	8	18	0.1%	-6	3	-1	0
CC(C)CC(=O)NC(=S)Nc1ccccn1	-0.6	-4	-10	.	-1.1%	15	2	7	-2
COc1ccc(N(CC(=O)O)S(=O)(=O)c2ccccc2[N+](=O)[O-])c(OC)c1	0.6	-9	-18	8	3.5%	8	1	-3	-2
CCN(CC)CCC(=O)N1c2ccccc2CCc2ccc(NC(=O)OC)cc21	1.4	-8	-7	7	-1.2%	11	3	3	-5
COC(=O)[C@@H]1C(c2ccccc2)(c2ccccc2)[C@@]1(C)C(=O)OC	-0.8	-7	-5	-10	-0.3%	-11	3	-11	-5
COc1cccc(C(c2c(C)[nH]n(-c3ccccc3)c2=O)c2c(C)[nH]n(-c3ccccc3)c2=O)c1O	-0.4	-10	-18	-7	0.0%	-22	3	-8	2
O=[N+]([O-])c1ccc(Cc2ccncc2)cc1	-0.4	-12	-23	0	1.3%	6	2	8	-4
O=C(Nc1cccc(F)c1)C1CCN(C(=O)NCc2ccccc2)CC1	0.5	11	-10	-7	-0.8%	-3	2	-4	3
CCN(C#N)c1nc(NC(C)C)nc(NC(C)C)n1	0.1	47	-8	-3	0.2%	6	11	0	2
COc1ccccc1C(=O)Nc1c(C(=O)NC(C)(C)C)oc2ccccc12	-0.3	-29	.	64	23%	4	33*	12	33*
O=C(NCc1ccccc1)C(C(=O)c1ccc(F)cc1)n1ccccc1=O (configuration not stated)	-2.3	0	10	10	-1.6%	-6	1	-1	0
CC(/C=C/C=C/c1ccccc1)=N\NC(=O)c1cccnc1	0.2	-26	1	1	-0.9%	.	0	8	0
O=C(O)c1ccc(N=Nc2c(O)ccc3ncccc23)cc1	-0.6	12	5	-1	0.1%	-12	1	0	-6
COc1ccc(C(C#N)C2(C)OCCO2)cc1OC (configuration not stated)	-3.7	0	17	9	2.0%	-1	6	-1	-5
O=[N+]([O-])c1ccccc1S(=O)(=O)Nc1cccc(-c2ccc(N3CCOCC3)nn2)c1	.	-9	.	0	0.5%	-4	2	-4	0
CC1=NN(C(=O)CCc2ccccc2)C(c2ccccc2)C1 (configuration not stated)	-1.0	6	1	-1	-0.3%	-3	1	-3	-5
C#CCN1C(=O)C(O)(CC(=O)/C=C/C=C/c2ccccc2)c2ccccc21 (configuration not stated)	-0.2	-1	28	12	-2.0%	-2	4	26	5
Cc1cc(/C=C(/C#N)C(=O)O)c(C)n1-c1cccc2ccccc12	-0.5	-25	0	-7	0.0%	-4	2	-3	-5
O=C(NC1CCSc2ccccc21)c1ccc(C(F)(F)F)cc1 (configuration not stated)	.	-9	.	5	24%	.	0	2	-1

Among those listed so far, these contain an NH in an aromatic ring:
SMILES	D2 agonist	RXFP1 antagonist	D2 antag	D1 antag	RXFP1 agonist	D2 PAM	D1 agonist	TRHR enhancer	D1 potentiator
CC(OC(=O)Cc1c[nH]c2ccccc12)C(=O)NC1CCCCC1C (configuration not stated)	-1.1	0	-8	-31*	2.7%	16	4	-2	-4
Cc1cccc(-n2cc[nH]c2=S)c1	.	-9	-9	16	-0.4%	6	2	11	1
Cc1ccc(NS(=O)(=O)c2ccc(-c3ccc(=O)[nH]n3)o2)c(C)c1	-0.8	8	-5	-1	3.3%	1	4	1	-8
COC(=O)Cc1[nH]nc2c1C1(CCSCC1)C(C#N)=C(N)O2	0.2	23	8	18	0.1%	-6	3	-1	0
COc1cccc(C(c2c(C)[nH]n(-c3ccccc3)c2=O)c2c(C)[nH]n(-c3ccccc3)c2=O)c1O	-0.4	-10	-18	-7	0.0%	-22	3	-8	2

(continued)
SMILES	D2 agonist	RXFP1 antagonist	D2 antag	D1 antag	RXFP1 agonist	D2 PAM	D1 agonist	TRHR enhancer	D1 potentiator
O=C(O)c1ccc(CN(c2ccccn2)S(=O)(=O)c2ccccc2)cc1	-0.4	15	1	1	0.5%	-2	1	1	-3
COc1ccc(C(=O)O)cc1S(=O)(=O)NC(C)(C)C	0.3	13	-5	6	0.5%	9	1	0	-2
CC1(C)OC2OC(C(=O)N/N=C/c3cc(Br)ccc3O)C3OC(C)(C)OC3C2O1 (configuration not stated)	-0.3	2	12	-11	-0.7%	-8	-1	7	-1
O=C(CN1C(=O)NC2(CCCC2)C1=O)NCCC1=CCCCC1	0.2	-2	-2	23	0.3%	25	1	1	7
CCOc1ccc(N2CC(C(=O)Nc3cccc(C)c3C)CC2=O)cc1 (configuration not stated)	0.1	6	-12	-7	2.3%	2	1	0	-4
Cn1c(CNC(=O)OC(C)(C)C)nnc1SCC(=O)N1CCOCC1	0.9	1	9	-15	-0.3%	4	3	5	-1
COc1ccc(N2CCN(C(=O)COC(=O)CCS(=O)(=O)c3ccc(C)cc3)CC2)cc1	-0.5	2	-13	-4	1.3%	4	6	9	0
Cc1ccc(C)c(OCCC(=O)Nc2ccc(S(=O)(=O)N3CCCC3)cc2)c1	1.3	1	-22	-2	-0.6%	-9	7	4	-3
Cc1ccc2nc(N/C(N)=N/S(=O)(=O)c3ccc([N+](=O)[O-])cc3)nc(C)c2c1	-1.1	-11	15	-4	4.8%	-7	1	-4	-7
O=C(O)c1ccccc1NS(=O)(=O)c1cccc(C(F)(F)F)c1	-0.1	21	12	-9	0.2%	4	1	-2	0
N#Cc1ccccc1NC(=O)CSc1nnc(N)s1	0.8	12	.	-2	-3.1%	.	1	3	-2
Cc1noc(C)c1C(=O)NCCc1ccccc1	0.0	1	1	-6	-1.3%	0	3	6	0
CCCOc1ccc(NC(=O)CC2C(=O)N(c3ccccc3)C(=O)N2Cc2ccco2)cc1 (configuration not stated)	-0.2	-3	.	-3	3.1%	-5	1	0	-3
N#Cc1ccc(N2CCOCC2)c([N+](=O)[O-])c1	2.0	-30	-6	8	-1.0%	6	3	-1	-4
COc1ccc(C)cc1NC(=O)C1CCCN(S(=O)(=O)c2ccc3c(c2)oc(=O)n3C)C1 (configuration not stated)	-0.8	.	.	-3	2.3%	-10	2	-10	-4
CN(C)S(=O)(=O)c1cc(NC(=O)CSc2cccc[n+]2[O-])ccc1Cl	0.8	-10	-12	-22	0.0%	-8	2	-1	10
COC(=O)c1ccc2c(=O)[nH]c(COC(=O)c3c(-c4ccccc4Cl)noc3C)nc2c1	1.6	-24	3	-12	1.2%	11	1	9	-6
Cc1c(NC(=O)CSc2nnnn2-c2ccc(O)cc2)c(=O)n(-c2ccccc2)n1C	0.5	-9	11	-47*	1.2%	5	2	-2	-10
CCCc1cc(C(=O)Nc2ccc(CC)cc2)no1	-0.1	-9	22	-25	-0.1%	0	4	-17	-5
COc1ccccc1N1CCN(C(=O)CCCn2c(=O)[nH]c3ccsc3c2=O)CC1	0.2	.	-1	-2	0.4%	-11	-3	16	-6
Cc1occc1-c1nnc(SCC(=O)N2c3ccccc3CCc3ccccc32)n1C	-1.3	-13	6	2	0.1%	-7	0	-9	5
COc1ccc(Cl)cc1NC(=O)CSc1cn(CC(=O)N2CCCC2)c2ccccc12	0.4	-19	.	-2	4.7%	6	19	5	2
CC(=O)C1=C(O)C(=O)N(CCCn2ccnc2)C1c1ccc(Br)cc1 (configuration not stated)	0.7	1	-1	4	9.1%	0	1	-1	-5
Cc1ccc(S(=O)(=O)NCC(=O)N(CCc2ccccc2)CC(=O)NCc2ccco2)cc1	-1.6	-5	-3	-8	0.9%	11	1	7	-5
COC(=O)c1sccc1NC(=O)Nc1ccccc1C	0.3	2	10	3	0.3%	15	2	-5	-3
CCOC(=O)C(=Cc1ccc(Br)cc1)C(=O)OCC	0.4	-96*	-10	-9	4.6%	10	4	-5	0
COc1cccc(/C=N/N2CCN(Cc3ccccc3)CC2)c1O	-0.4	-3	-7	15	-3.1%	-9	0	8	-3
